# Tb PFK block: qHTS Assay to Find Inhibitors of T. brucei phosphofructokinase. AID 485367, 2010. T. brucei PFK, ADP-Glo luminescence. Potency, µM (top dose mostly 57.5 µM), for inactives: at the top dose activity, negative = inhibition, hits mostly inhibitors. ATP-dependent 6-phosphofructokinase (Trypanosoma brucei brucei), O15648. 330,000 compounds, 0.17% hits;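 note: potency is the fitted concentration of half-maximal effect; 0% = uninhibited 1x PFK enzyme wells and -100% = no-enzyme wells; nearly all actives have a fitted effect of over 60% in size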
# Target sequence (O15648 whole entry, looked up): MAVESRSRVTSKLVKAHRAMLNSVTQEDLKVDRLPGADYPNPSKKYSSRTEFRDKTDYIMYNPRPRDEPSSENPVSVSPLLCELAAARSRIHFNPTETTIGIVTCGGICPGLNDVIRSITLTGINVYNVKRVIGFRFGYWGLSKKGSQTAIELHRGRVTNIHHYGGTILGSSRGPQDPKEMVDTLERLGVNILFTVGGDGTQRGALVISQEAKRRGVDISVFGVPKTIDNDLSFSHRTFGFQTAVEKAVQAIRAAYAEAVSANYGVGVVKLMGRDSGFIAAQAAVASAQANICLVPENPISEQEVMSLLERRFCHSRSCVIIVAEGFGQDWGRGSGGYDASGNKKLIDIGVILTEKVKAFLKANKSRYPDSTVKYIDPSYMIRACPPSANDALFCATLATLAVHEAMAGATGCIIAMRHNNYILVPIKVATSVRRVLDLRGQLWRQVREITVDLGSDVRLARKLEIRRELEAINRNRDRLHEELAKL
#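 Luminescent ADP detection (ADP-Glo, two-step: ATP depletion then ADP-to-ATP conversion for luciferase) reported PFK activity after 45 min room-temperature reaction of 1.25 nM enzyme with 0.5 mM F6P and 0.1 mM ATP at pH 8.0.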
# BCR signal inh: qHTS Assay to Find Inhibitors of Chronic Active B-Cell Receptor Signaling. AID 493014, 2011. 340,000 compounds, 0.05% hits. Potency, µM (series often up to 46.1 µM), for inactives: at the highest dose ratio change, negative = lower green/red ratio, actives largely listed as inhibitors. ABC-DLBCL IkBa-CBG/CBR reporter, luminescence ratio, 4 h; active = well fitted inhibition curve with a large enough effect in the signal ratio, with a control signal flat, not every such curve was filed as active; inconclusive = small, poorly fitted or top-dose-only effect, or effect the other way, or a change in a side signal; the % refers to the signal ratio;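 note: potency is the fitted concentration of half-maximal effect; plate controls were basal doxycycline-induced cells for no effect and cells given 10 µM MG132 for full effect; MG132 reads +100%, hits lower the ratio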
#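 Concentration-response series (up to 46 uM) were applied to TMD8 dual-reporter cells for 4 h at 37C with doxycycline. Green/red ratio, after filter-overlap correction, defined %Activity; red signal alone was normalised to basal cells and zero luminescence.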
# hERG WT inh: qHTS for Inhibitors of KCHN2 3.1: Wildtype qHTS; activity change, % at 1.84 µM; AID 720551, 2013; 340,000 compounds, 0.37% hits; U2OS, BacMam KCNH2, thallium flux FluxOr; stronger effect = lower value; Voltage-gated inwardly rectifying potassium channel KCNH2 (Homo sapiens), Q12809;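 active = maximum activity change below -70%; inconclusive = maximum activity change between -70% and -50%; inactive = maximum activity change above -50%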; note: % is set by controls: 0 for no effect and ±100 for the full control effect
#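 U2OS cells were transduced with wild-type KCNH2 virus (2.03 x 10^8 / mL) for 4 h at room temperature, then cultured overnight at 37 C. Thallium flux was read with FluxOr dye. Rate constants were normalized to DMSO controls.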
# Giardia killer: Small Molecules that selectively kill Giardia lamblia: qHTS | Giardia lamblia trophozoite viability | activity change, % at 7.66 µM, hits read low | 340,000 compounds, 0.15% hits | AID 540267, 2011; in the data active = activity change below about -80%; inconclusive = between about -30% and that limit;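 note: parasites exposed to compound for two days anaerobically before the ATP read; % is set by controls: 0 for no effect and ±100 for the full control effect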
#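 Anaerobic 48 hrs incubation at 37 deg C of 100 trophozoites/well with test compounds; ATPLite 1-Step luminescence, 15-30 min RT, reports cellular ATP as viability.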
# TCR act: Activators of T cell receptors: qHTS campaign. primary human leukocytes, anti-CD3, IL-2 HTRF, 48 h. Potency, µM (top dose mostly 9.22 µM), without a hit: top-dose activation of IL-2 secretion, usual class: activators. 330,000 tested, under 10 active; note: % of control where 0% means no effect
#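 IL-2 produced over 48 hr by a-CD3 bead-stimulated primary human leukocytes exposed to compounds was detected with a homogeneous time-resolved FRET immunoassay, 665nm acceptor signal after 320nm excitation.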
# GALK inh: qHTS Assay for Inhibitors of Human Galactokinase (GALK); P51570; Purified GALK, Kinase-Glo residual ATP luminescence; Potency, µM (titrated, usually from 57.5 µM), for inactives: top-dose activity change, negative = inhibition, most hits filed as inhibitors; 270,000 compounds, 0.007% hits; AID 1868, 2009; note: potency is the fitted concentration of half-maximal effect; % is set by controls: 0 for no effect and ±100 for the full control effect
# Target sequence (P51570 whole entry, looked up): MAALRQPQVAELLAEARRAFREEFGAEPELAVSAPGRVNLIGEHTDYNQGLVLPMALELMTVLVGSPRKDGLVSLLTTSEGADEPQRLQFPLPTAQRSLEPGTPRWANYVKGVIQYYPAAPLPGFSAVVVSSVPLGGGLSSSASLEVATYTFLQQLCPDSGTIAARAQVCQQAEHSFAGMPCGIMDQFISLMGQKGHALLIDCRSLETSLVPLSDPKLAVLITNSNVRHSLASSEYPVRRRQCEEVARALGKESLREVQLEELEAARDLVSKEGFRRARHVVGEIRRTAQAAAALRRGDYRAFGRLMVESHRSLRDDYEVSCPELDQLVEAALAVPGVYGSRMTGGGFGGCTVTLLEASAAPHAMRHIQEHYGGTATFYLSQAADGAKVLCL
#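 The enzyme phosphorylates galactose (100 uM) using ATP (35 uM); inhibition is detected as higher residual ATP, quantified by bioluminescence after 1 h reaction at room temperature, pH 8.0.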
# Coupling enz: qHTS Assay for Inhibitors of Fructose-1,6-bisphosphate Aldolase from Giardia Lamblia: Coupling assay counterscreen; coupling enzyme system counterscreen, AmpLite Red fluorescence; activity change, negative = inhibition, % at 58.2 µM, hits read low; 290,000 compounds, 0.67% hits; in the data active = activity change below about -30%; note: % is set by controls: 0 for no effect and ±100 for the full control effect
#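 Counterscreen of the coupled detection system alone, without aldolase: glyceraldehyde-3-phosphate coupling enzymes plus AmpLite Red readout. Compounds at 57.5 uM final, 10 min RT preincubation, 20 min RT reaction, fluorescence 525/598 nm.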
# TSHR antagonist: Antagonists of the Thyroid Stimulating Hormone Receptor: HTS campaign; Thyrotropin receptor (Homo sapiens), P16473; TSHR-expressing cells, TSH-stimulated cAMP HTRF, 2 h; stronger effect = lower value; activity change, negative = inhibition, % at 11.5 µM; 330,000 compounds, 0.2% hits; AID 504810, 2011;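 active = activity change below a set negative limit, meaning inhibition stronger than a set level, cut at about -70% in these data; inconclusive = activity change between two set negative limits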; note: % is set by controls: 0 for no effect and ±100 for the full control effect
#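 TSHR-expressing cells were treated with compounds, then stimulated with TSH at EC80 (4nM final) for 2 hours at 37 deg C. Cellular cAMP was measured by HTRF competition between lysate cAMP and cAMP-d2 for a cryptate-labelled anti-cAMP antibody.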
# CXXC DNA block: qHTS Fluorescence Polarization Assay for Inhibitors of MLL CXXC domain - DNA interaction; 290,000 compounds, 0.037% hits; Potency, µM (top dose mostly 115 µM), without a hit: at the top dose activity change, negative = inhibition, most hits filed as inhibitors; MLL-CXXC / FITC-HOXA9 DNA fluorescence polarization; active = well fitted inhibition curve with a large enough effect in the polarisation, with a control signal flat, not every such curve was filed as active; inconclusive = small, poorly fitted or top-dose-only effect, or effect the other way, or a change in a side signal; inactive = no such curve, though single readings can be large or run the other way; the % refers to the polarisation; note: potency is the fitted concentration of half-maximal effect
#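 Steps: dispense CXXC domain solution (7 uM) → pin compounds or unlabeled HOX-A9 DNA control → 5 min ambient → add FLSN-HOX-A9 solution (50 nM) → spin → 30 min ambient → fluorescence polarization. Tris pH 7.5/NaCl/DTT/BSA buffer.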
# AT treatment: qHTS Assay for Identifying a Potential Treatment of Ataxia-Telangiectasia. […] A-T fibroblasts, KAP-1 phosphorylation AlphaLISA; neocarzinostatin DNA damage 30 min before lysis. Potency, µM (top dose mostly 57.5 µM), without a hit: top-dose activation, hits mostly activators. 320,000 compounds, 0.19% hits; note: potency is the fitted concentration of half-maximal effect; % of control where 0% means no effect; nearly all actives have a fitted effect of over 45% in size
#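 ATM-like activity read as KAP-1 phosphorylation via AlphaLISA donor/acceptor antibody pairs after lysis and 6 hr at 25C. Cells were ATM-null patient fibroblasts ([…], hTERT), dosed 60 min, then exposed to the DSB inducer NCS for 30 min.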
# * hit, by the source's call; ? = inconclusive; · = no result given; & = joins results of further samples; [ ] = another dose, or the depositor's remark. Unless noted, calls come from the whole dose curve; as a rule, active = well fitted curve in the direction sought with a large enough effect; inconclusive = small, poorly fitted or top-dose-only effect, or another doubt; inactive = no such curve, though single readings can be large; an effect the other way counts as inactive or inconclusive.
SMILES,Tb PFK block,BCR signal inh,hERG WT inh,Giardia killer,TCR act,GALK inh,Coupling enz,TSHR antagonist,CXXC DNA block,AT treatment
CCn1cc(C(=O)NCc2ccc3c(c2)OCO3)c(=O)c2cc(F)c(N3CCN(C(=O)c4ccco4)CC3)cc21,2%,?,-5,19,0%,1%,1,-17,-5%,0%
CC(C)c1ccc(OCc2ccc(C(=O)NN3CCN(C)CC3)o2)cc1,-3%,0%,3,4,-2%,3%,9,10,5%,0%
O=C(N=Nc1c(O)[nH]c2ccccc12)c1cccc(S(=O)(=O)N2CCCCC2)c1,1%,5%,-8,15,-4%[46.1 µM],-3%,0,-5,-5%,·
O=C(O)/C=C/C(=O)N1CCN(c2ccccc2F)CC1,-7%,2%,-2,-1,0%[46.1 µM],4%,-1,-6,7%,1%
CCc1ccccc1NC(=S)Nc1cc(OC)c(NC(=O)C(C)C)cc1OC,0%,-5%,6,7,6%,-2%,-1,-27,3%,-6%
COCCNC(=O)CCCCCNS(=O)(=O)c1ccc(C)cc1,1%,0%,-4,3,4%,-1%,1,-7,13%,1%
COCCCN(C(=O)c1cc(Cl)nc2ccccc12)c1c(N)n(Cc2ccccc2)c(=O)[nH]c1=O,-3%,2%,-6,-8,-70%,·,·,8,·,0%
O=C(O)c1ccc(CSCc2ccccc2Cl)o1,3%,-5%,0,48[activator],5%,0%,20,-1,-4%,-4%
CCOC(=O)/C(C(C)=O)=C1/OC(=O)c2ccccc21,2%,?,1,-23,·,-1%,1,-5,-15%,0%
CCOc1ccccc1C(=O)N/N=C/c1coc2ccc(C)cc2c1=O,-20%,?,-2,-5,14%,-3%,·,-2,-1%,8%
N#Cc1ccc(C(=O)CSc2n[nH]c(=O)n2-c2cccnc2)cc1,4%,?,1,9,14%,·,-9,23,-2%,5%
C/C(N)=C(/C#N)C(=O)COC(=O)CNS(=O)(=O)c1ccc2ccccc2c1,-2%,-13%,-2,7,-2%,-3%,-2,-9,3%,7%
Oc1nc(Nc2ccccc2)sc1/C=C1\C=Nc2ccccc21,2%,?,-5,-15,7%,5%,0,-21,25%,-4%
CC(=O)Nc1ccc(S(=O)(=O)N2CCNC(=O)CC2)cc1,5%,-34%,-2,7,·,0%,4,-3,-2%,9%
N#C/C(=C\c1ccc(O)c(O)c1)C(=O)Nc1ccccc1,0%,?,6,-16,-3%,·,-3,-17&-9,?,-24%
CSc1nc(C)c2c(n1)N(c1ccc(C(F)(F)F)cc1)CC2,-4%,0%,0,-6,2%,2%,1,-6,7%,1%
O=C(NCCCN1CCOCC1)c1ccc2nc(Cc3cccc(Cl)c3)oc2c1,?,1%,5,14,2%,-6%,·,2,42%[activator],43%
CC1=CCC2C(=O)N(c3ccccc3OC(=O)c3ccccc3F)C(=O)C2C1 (stereo not drawn),-3%,0%,16,7,2%[46.1 µM],1%,4,9,62%[activator],8%
Cc1cc(S(=O)(=O)N(Cc2ccc(C(C)(C)C)cc2)Cc2cccs2)ccc1-n1cnnn1,0%,10%,-5,-7,-2%[46.1 µM],0%,-6,2,4%,-7%
COc1ccc(NC(=O)CN(C)C(=O)CN2C(=O)NC3(CCCCC3)C2=O)cc1,1%,-1%,1,34[activator],3%,·,·,16,·,-15%

# Three of these compounds, set out differently:
CC(=O)Nc1ccc(S(=O)(=O)N2CCNC(=O)CC2)cc1
  Tb PFK block: 5%	BCR signal inh: -34%	hERG WT inh: -2	Giardia killer: 7	TCR act: ·	GALK inh: 0%	Coupling enz: 4	TSHR antagonist: -3	CXXC DNA block: -2%	AT treatment: 9%

COc1ccc(NC(=O)CN(C)C(=O)CN2C(=O)NC3(CCCCC3)C2=O)cc1
  Tb PFK block: 1%	BCR signal inh: -1%	hERG WT inh: 1	Giardia killer: 34[activator]	TCR act: 3%	GALK inh: ·	Coupling enz: ·	TSHR antagonist: 16	CXXC DNA block: ·	AT treatment: -15%

Cc1cc(S(=O)(=O)N(Cc2ccc(C(C)(C)C)cc2)Cc2cccs2)ccc1-n1cnnn1
  Tb PFK block: 0%	BCR signal inh: 10%	hERG WT inh: -5	Giardia killer: -7	TCR act: -2%[46.1 µM]	GALK inh: 0%	Coupling enz: -6	TSHR antagonist: 2	CXXC DNA block: 4%	AT treatment: -7%

# The listing picks up with the two entries that preceded the break.
SMILES,Tb PFK block,BCR signal inh,hERG WT inh,Giardia killer,TCR act,GALK inh,Coupling enz,TSHR antagonist,CXXC DNA block,AT treatment
Cc1cc(S(=O)(=O)N(Cc2ccc(C(C)(C)C)cc2)Cc2cccs2)ccc1-n1cnnn1,0%,10%,-5,-7,-2%[46.1 µM],0%,-6,2,4%,-7%
COc1ccc(NC(=O)CN(C)C(=O)CN2C(=O)NC3(CCCCC3)C2=O)cc1,1%,-1%,1,34[activator],3%,·,·,16,·,-15%
COC(=O)C(CC(C)C)NC(=O)c1cccs1 (stereo not drawn),1%,-1%,0,-6,10%,2%,2,5,-6%,0%[11.5 µM]
Nc1c(C(=O)N/N=C/c2ccc(Cl)cc2)cnn1-c1ccccc1,1%,-7%,1,4,5%,1%,-1,-2,-5%,0%
N#CCCS(=O)(=O)c1nnnn1-c1ccccc1,-12%,?,·,·,·,0%,0,18,-2%,8%
CCOC(=O)c1c(C)[nH]c(C(=O)OCCOc2ccc(Cl)cc2)c1C,-5%,0%,16,-21,-3%[46.1 µM],·,-1,-12,4%,-1%
O=C(O)/C=C/C(=O)Nc1ccc(Cl)cc1C(=O)c1ccccc1,0%,?,-4,13,2%,5%,14,-5,12%,-8%
NS(=O)(=O)c1ccc(N2N=C(c3ccccc3)CC2c2ccc(F)cc2)cc1 (stereo not drawn),-5%,7%,7,-15,3%,-1%,-1,3,10%,?
N#Cc1ccccc1S(=O)(=O)N1CCN(S(=O)(=O)c2ccc(Br)c(C(=O)O)c2)CC1,-9%,2%,-10,4,-2%,3%,4,-1,-2%,-2%
CCOC(=O)C1CCN(C(=O)c2cn(C)c(=O)c3cc(OC)c(OC)cc23)CC1,-8%,-4%,2,9,3%[46.1 µM],-1%,0,-14,?,·
COc1cccc(C(=O)NN=C2CCCC2)c1,1%,?,-14,38[activator],-3%,-6%,-3,-10,-7%,5%
COCCCNC(=O)C1CCCCN1S(=O)(=O)c1ccc(F)cc1 (stereo not drawn),1%,-2%,-9,15,-3%,0%,4,25,3%,-4%
O=C(Cc1c(F)cccc1Cl)OCC(=O)N1CCN(c2ccccc2)CC1,3%,4%,-11,4,·,·,·,-11,·,-4%
COc1ccc(C(=O)Oc2cccc(Nc3ncnc4ccccc34)c2)cc1OC,6%,?,-2,-13,8%[46.1 µM],5%,1,-32,23%,-11%
CCCCC1=CC2=CC(=O)C(C)(OC(=O)CC)C(=O)C2=CO1 (stereo not drawn),·,·,-16,-19,-1%,·,-1,·,·,·
COC(=O)c1ccc(C(=O)OC)c(NC(=O)c2cnc3n(c2=O)CCS3)c1,-1%,?,11,-4,-2%[46.1 µM],0%,2,-8,8%,-1%
CCC1CCCCN1C(=O)c1cc(COc2ccc(-n3cncn3)cc2)on1 (stereo not drawn),-18%,-6%,-5,27,-2%,4%,·,-11,0%,32%
CC1CN(C(=O)CCC(=O)NCc2ccccn2)c2ccccc2O1 (stereo not drawn),2%,-9%,-7,3,1%,·,-4,41,·,5%
CCOc1ccc(N=C2NC(=O)CS2)cc1,-3%,6%,-1,-3,-2%,-4%,-2,2,1%,13%
Cc1csc(NC(=O)CSc2nnc(C)n2Cc2ccco2)n1,0%,8%,-13,1,1%,3%,1,-3,0%,-4%
CCN(C[C@H]1N[C@@](CC)(C(=O)OC)[C@H]2C(=O)N(C)C(=O)[C@@H]12)S(=O)(=O)c1ccc(C)cc1,5%,3%,1,-6,10%,·,·,-13,·,-4%
Cc1ccc(S(=O)(=O)/N=C2\C=C(Nc3cccc(C(=O)O)c3)C(=O)c3ccccc32)cc1,-3%,?,2,9,-11%,-29%,-47*,-42,?,-4%
COc1ccc(-c2csc(N(CC3CCCO3)C(=O)c3cccs3)n2)cc1 (stereo not drawn),5%,-15%,-3,-7,-8%,2%,-4,1,5%,19%
Cc1ccc(N2CC(C(=O)N3CCC(c4nc5ccccc5[nH]4)CC3)CC2=O)cc1C (stereo not drawn),-4%,5%,-26,-6,1%,·,·,5,·,9%
